HTR2A ag – activates the mouse 5-HT2A serotonin receptor; activation, % at 7.6 µM; 360,000 tested, 0.66% active; CHO-K1 mHTR2A beta-arrestin complementation, luminescence; percent of 30 µM serotonin response; P35363; AID 624169;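 active = activation above a run cutoff, the mean activation of all tested compounds plus 3 SD, cut at about 14% in these data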;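 also: 0% = plate median of compound wells and 100% = 30 µM serotonin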
Target sequence (P35363 whole entry, looked up): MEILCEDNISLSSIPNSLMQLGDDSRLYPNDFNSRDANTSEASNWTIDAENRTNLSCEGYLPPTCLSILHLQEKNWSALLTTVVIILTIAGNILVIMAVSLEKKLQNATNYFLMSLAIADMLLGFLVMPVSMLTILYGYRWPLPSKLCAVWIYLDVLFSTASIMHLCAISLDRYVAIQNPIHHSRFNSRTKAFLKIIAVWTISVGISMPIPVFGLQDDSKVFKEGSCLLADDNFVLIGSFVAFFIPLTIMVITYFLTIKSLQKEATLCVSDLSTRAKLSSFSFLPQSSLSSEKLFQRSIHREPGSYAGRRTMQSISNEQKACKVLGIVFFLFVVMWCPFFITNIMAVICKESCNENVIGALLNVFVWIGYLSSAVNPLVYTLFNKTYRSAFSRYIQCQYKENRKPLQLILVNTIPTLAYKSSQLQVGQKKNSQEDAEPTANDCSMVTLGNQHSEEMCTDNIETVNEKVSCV
Shn3 inh set2 – reduces Shn3 3'UTR luciferase signal in osteoblasts; Clone20 osteoblast Shn3 3'UTR firefly luciferase, 24 h; inhibition, % at 12.5 µM; 360,000 tested, 0.52% active;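 active = mean inhibition of at least 75% with every replicate also reaching 75%; inconclusive = mean inhibition at least 75% but some replicate below; inactive = mean inhibition below 75%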;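 also: 0% = median of neutral control wells and 100% = pilot-screen positive control compound; some compounds past the cut are filed as inactive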
Cardio protect – protects H9c2 cardiomyocytes from peroxide injury; 360,000 tested, 0.63% active; H2O2 injury protection, ATPLite, 2 h; protection from H2O2 cell death, % at 20 µM;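 active = compounds giving at least 50% protection of heart cells from peroxide-induced death in the single-dose screen, raw or plate-pattern-corrected value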;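 also: 0% = DMSO wells with peroxide and 100% = DMSO wells without peroxide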
HIF-2a inh – blocks HIF-2a reporter activity; inhibition, % at 18.8 µM; 786-0 RCC cells HIF-2a reporter, luciferase luminescence, overnight; 360,000 tested, 0.72% active;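 active = inhibition of the luminescence signal of 40% or more relative to plate controls, in a single-dose primary screen at 18.75 µM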
NR2E3 ag-1 – activates human NR2E3 receptor. Q9Y5X4. CHO-S Gal4-NCOR/VP16-NR2E3 two-hybrid, luciferase. inhibition of corepressor binding, % at 3.98 µM. 360,000 tested, 0.35% active. AID 602229;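 active = inhibition above the mean of all tested compounds plus 3 SD, cut at about 70% in these data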;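 also: 0% = DMSO with NR2E3 transfected cells and 100% = cells lacking NR2E3 construct; higher means lower luciferase signal from less NR2E3 corepressor binding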
Target sequence (Q9Y5X4 whole entry, looked up, the tested form may be a part): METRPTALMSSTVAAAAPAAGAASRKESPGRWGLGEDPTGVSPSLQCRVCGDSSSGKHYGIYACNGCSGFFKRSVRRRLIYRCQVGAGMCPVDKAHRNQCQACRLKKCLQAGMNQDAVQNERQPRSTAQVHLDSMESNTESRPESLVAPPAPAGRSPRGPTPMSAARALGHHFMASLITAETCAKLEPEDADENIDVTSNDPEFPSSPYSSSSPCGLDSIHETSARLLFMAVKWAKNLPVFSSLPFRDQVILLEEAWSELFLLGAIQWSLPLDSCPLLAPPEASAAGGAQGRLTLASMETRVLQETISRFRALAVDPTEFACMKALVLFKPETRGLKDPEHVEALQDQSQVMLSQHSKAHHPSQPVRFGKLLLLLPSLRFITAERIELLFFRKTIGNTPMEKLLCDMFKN
iPSC survival up – enhancers of human iPSC single-cell survival. hiPSC single-cell survival, ATPlite luminescence; 100% = ROCK inhibitor wells, 0% = DMSO. survival enhancement, % at 20 µM. AID 602274. 360,000 tested, 0.044% active; in the data active = survival enhancement above about 18%;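 also: cells exposed to compounds for 16 hours before the ATP read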
CaV13 FRET inh – Primary screen for inhibitors of IQ motif and Ca2+-dependent inactivation inhibitor domain binding in CACNA1D, Förster resonance energy transfer in living cells, …; HEK cells, CFP/YFP FRET ICDI-IQ, plate reader, 10 min; percent FRET-ratio fall versus neutral wells; inhibition, % at 12.3 µM; 340,000 tested, 0.098% active; AID 743397;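 active = mean replicate inhibition of at least 30% and at least 1% of replicates passing that level; inconclusive = only one of the two criteria is met; inactive = neither criterion is met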;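 also: 0% = median of the neutral control wells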
Peg3 promoter – Peg3 promoter activity inhibition | 360,000 tested, 1.7% active | inhibition, % at 20 µM | HeLa PEG-Prom luciferase reporter, luminescence, overnight;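 active = inhibition of at least 50% at 20 µM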
TRPM1 prom inh – reduces MITF-dependent TRPM1 promoter luciferase signal; SK-MEL-5 TRPM1 promoter luciferase, 24 h; inhibition, % at 12.5 µM; 330,000 tested, 0.83% active; AID 488899;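 active = mean inhibition across replicates of 60% or more, whatever share of single replicates reaches that level; inconclusive = some that reach 60%, reason not given; inactive = mean inhibition across replicates below 60%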; also: values of inactives mirror those of a sister screen read the other way
PDI turbidity – PDI (human) enzyme inhibition; P07237; PDI insulin aggregation turbidity, A650, 90 min; inhibition, % at 10 µM; 350,000 tested, 0.052% active; AID 588391;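 active = mean inhibition across replicates of 30% or more, whatever share of single replicates reach that level; inconclusive = mean inhibition below 30% while every single replicate reaches 30%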;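 also: absorbance from insulin aggregation driven by PDI reduction with DTT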
NR2E3 ag-2 – agonists of human nuclear receptor NR2E3. Q9Y5X4. GST-NR2E3/biotin-RetCOR TR-FRET, 1536-well. inhibition of corepressor binding, % at 4.78 µM. 320,000 tested, 0.12% active. AID 2300;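 active = percent inhibition above the cutoff of mean plus 3 SD of all tested compounds, set per screening campaign, cut at about 20% in these data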;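 also: 0% = DMSO wells and 100% = biotin wells as full block of FRET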
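Assay system: NR2E3–RetCOR corepressor complex. Quantity: 1.35 nM GST-NR2E3. Buffer or medium: pH 7.5 Tris-based buffer. Reagent: biotinylated RetCOR corepressor at 7 nM final. Schedule: 5 h at 4 °C. Detection: TR-FRET, emission read at 617 and 671 nm. Replicates: one well per compound, singlicate testing.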
An asterisk follows results filed as active; u = inconclusive; x = not tested or not shown.

SMILES	HTR2A ag	Shn3 inh set2	Cardio protect	HIF-2a inh	NR2E3 ag-1	iPSC survival up	CaV13 FRET inh	Peg3 promoter	TRPM1 prom inh	PDI turbidity	NR2E3 ag-2
CCOC(=O)[C@]12Cc3cc(Cl)ccc3[C@H]1N(C(C)C)C(=O)c1ccccc12	7	x	x	90*	3	-1.7	-6	x	x	x	x
CCN1CCN(Cc2ccc(C)cc2C)CC1	-2	6	2	12	8	-0.8	-4	5	5	2	-2
CCc1ccc(C(=O)C23CN4CN(CN(C4)C2)C3)cc1	-2	-7	3	3	-9	0.5	x	18	-15	12	-1
COc1ccc(CN2CC3CC(C2)c2cccc(=O)n2C3)cc1OC (stereo not drawn)	4	3	10	8	-5	3.4	x	-3	5	-4	-2
O=c1[nH]c(=S)n(C2CC2)c(O)c1C=NCC1CCCO1 (stereo not drawn)	1	-19	2	15	-6	0.5	-6	7	-16	14	1
Cn1c(O)c(C(=O)c2ccccc2)c(=O)n(C)c1=O	18*	5	6	-1	-6	-1.9	-6	-3	10	1	-1
Cc1cccc(C)c1NC(=O)CN(C)CC(=O)Nc1ccc(C#N)c(Cl)c1	2	5	-7	22	7	-1.9	-5	14	1	1	0
N#CCCn1cc(C(=O)Nc2ccc(F)cc2)c(-c2ccc([N+](=O)[O-])cc2)n1	-1	14	-5	17	-15	2.3	7	25	7	1	1
C[C@H]1CCC[C@@H](O)CCC/C=C/c2cc(O)cc(O)c2C(=O)O1	-1	-15	-11	-6	25	0.6	-5	64*	10	6	3
O=C(O)c1ccc([N+](=O)[O-])c([N+](=O)[O-])c1	3	-13	4	5	-21	-4.5	-14	19	-4	11	x
C[C@H]1O[C@@H](OC2CC[C@]3(C=O)[C@H]4CC[C@]5(C)[C@@H](C6=CC(=O)OC6)CC[C@]5(O)[C@@H]4CC[C@]3(O)C2)CC2OC(C)(C)OC21 (stereo partly drawn)	-1	9	0	51*	-12	0.1	-4	107*	67*	-17	-3
CCOC(=O)C1=C(C)OC(N)=C(C(=O)OC)C12C(=O)Nc1ccc(Br)cc12 (stereo not drawn)	-3	-22	2	16	14	0.6	-6	-8	14	4	3
COc1ccc(/C=C/C2=CCN(C)CC2)cc1	-5	-30	13	-130	-12	0.1	-1	-139	-19	6	-2
c1ccc(Nc2ccc3ccccc3c2)cc1	-4	-74	-8	-247	-98	3.1	x	-279	-88	x	x
CC(C(=O)c1c[nH]c2ccccc12)N1CCc2ccccc2C1 (stereo not drawn)	-2	-5	-15	-7	-20	-1.2	-6	10	17	4	0
Fc1cccc(CNCCc2c[nH]c3ccccc23)c1	35*	-30	-5	-11	-14	-0.6	-3	-25	-10	-1	5
COc1ccc(CCNC2(C#N)CCCCC2)cc1OC	0	-33	0	19	4	5.3	-16	7	x	7	x
Cn1c(O)c(C=NC2CCN(Cc3ccccc3)CC2)c(=O)n(C)c1=O	2	-11	3	14	7	0.1	5	4	8	10	-3
ClCCN1CCN(c2ccnc3cc(Cl)ccc23)CC1	3	-4	7	7	-7	-0.4	-5	11	-8	6	-3
Cc1[nH]c2c(C(F)(F)F)cccc2c1CCN	48*	4	10	24	-3	1.8	-3	20	3	1	-8
CCC(=NCc1ccco1)c1c(O)[nH]c(=O)[nH]c1=O	1	-6	3	6	-3	5.6	x	-10	-2	2	5
Cc1ccc(S(=O)(=O)N2CCC(C(=O)N3CCC4(CC3)OCCO4)CC2)cc1	4	11	-1	2	0	0.4	-7	8	15	-2	4
CC(=NCCC1=CCCCC1)c1c(O)n(C)c(=O)n(C)c1=O	-4	34	2	-6	-3	4.9	-4	15	-5	-3	-1
COC(=O)C1=C(c2cccc(OCc3ccccc3)c2)C[C@@H]2CC[C@H]1N2C(=O)NCCN1CCOCC1	-1	-5	0	1	-8	0.5	-2	23	4	0	-2
Cc1ccc(N)c(C(=O)c2ccc(Br)cc2)c1	-5	-14	-9	-27	-8	-1.6	-3	-9	-1	3	2
SMILES	HTR2A ag	Shn3 inh set2	Cardio protect	HIF-2a inh	NR2E3 ag-1	iPSC survival up	CaV13 FRET inh	Peg3 promoter	TRPM1 prom inh	PDI turbidity	NR2E3 ag-2
CCC1C2Cn3c(nc4ccccc43)C1N(C)O2 (stereo not drawn)	-1	-7	10	-4	-11	-1.3	-10	-9	-4	6	1
COC(=O)C1=C(C)NC(=S)NC1c1ccc(N(CCCl)CCCl)cc1Cl (stereo not drawn)	-4	4	-2	19	-18	-0.7	-10	13	19	-7	x
Cc1cc(OC(C)C(=O)NCc2ccncc2)c2c3c(c(=O)oc2c1)CCCC3 (stereo not drawn)	13	10	3	-2	-58	-0.4	-7	6	-1	3	2
COC(=O)c1cn(Cc2ccc(F)cc2)c2ccccc12	-4	-24	2	-5	-27	-1.1	-6	4	x	-9	x
O=C(C[N+]12CCC(CC1)C(CO)C2)c1ccc(Br)cc1 (stereo not drawn)	-4	-6	0	6	15	2.4	-2	6	1	7	-2
O=C1CC=C2C3CC4N(CCC45c4ccccc4N1C25)CC3=CCO (stereo not drawn)	6	1	0	5	7	0.4	-9	-4	-6	-7	x
Cc1ccc(OCCn2cccc2/C=C2/C(=O)NC(=O)N(Cc3ccco3)C2=O)cc1	3	-13	-5	-82	-64	-0.2	-4	-89	-42	-1	4
O=C(Cn1c2c(c(-c3ccccc3Cl)cc1=O)CCC2)N1CCC2(CC1)OCCO2	-3	-2	-4	7	4	-0.3	-7	-2	-3	-6	0
CCN1CCN(c2ccc(N)cc2C)CC1	-1	7	2	19	16	-0.6	-2	-2	-5	2	2
COC(=O)C1=C(c2ccc(OC(F)(F)F)cc2)C[C@@H]2CC[C@H]1N2C(=O)N1CCC(O)CC1	-4	-8	1	8	0	-1.1	-5	-6	x	-2	3
Cc1ccccc1-c1ccc2c(c1)CNCc1cnnn1-2	-3	-67	8	-167	-47	1.4	-6	-135	x	x	x
CCOC(=O)c1cc(C)n(CCc2cnc[nH]2)c1C	4	3	4	-30	-30	-5.2	-1	-27	-9	23	3
CCOC(=O)[C@]12Cc3cc(OC)ccc3[C@H]1N(CCC(=O)OC)C(=O)c1cc(OC)ccc12	1	x	x	26	-33	-1.3	-10	x	x	x	x
COc1ccc2c(c1O)[C@]13CCN(C)[C@H](C2)[C@@H]1CCC(=O)C3	0	-7	4	12	-2	-0.5	-12	7	4	7	0
FC(F)(F)c1ccc2c(c1)NP(=S)(N1CCOCC1)c1nccn1-2 (stereo not drawn)	-2	-2	0	20	0	-1.3	-7	6	10	-8	1
CCN1CCC(NCC2CCCCC2)CC1	5	-9	24	15	-17	-0.5	9	-10	-11	-12	6
COc1ccc(-c2nn(CCC#N)cc2C(=O)Nc2ccc(C(C)=O)cc2)cc1	-1	-10	2	-15	-17	-0.4	-5	-5	-11	1	-2
COc1ccc(CN2Cc3cc(-c4ccccc4)ccc3-n3nncc3C2)cc1	8	-16	-3	3	-4	-0.7	-5	12	x	x	x
Cc1nc2ccccc2c(=O)n1-c1c(Cl)cccc1Cl	0	-21	-4	8	-28	7.0	-5	29	x	-7	x
CC1(C)CN=C(Nc2ccccc2C(F)(F)F)S1	-2	-24	-3	15	-5	2.2	-4	2	-3	8	3
COC(=O)C1=C(c2ccc(-c3ccccc3)c(F)c2)C[C@@H]2CC[C@H]1N2C(=O)N1CCCCC1	-3	73	-26	13	37	0.5	-10	17	24	1	2
COc1cc(OC)c(OC)cc1CN1CCN(C(=O)Cc2ccccc2)CC1	4	5	6	18	-8	-0.2	-3	8	4	5	2
COC(=O)C1=COC(C)C2CN3CCc4c([nH]c5cc(OC)ccc45)C3CC12 (stereo not drawn)	-5	25	-3	14	-3	-2.6	x	21	x	x	x
c1cc(CCN2CCCC2)ccn1	-3	4	15	11	17	0.4	-4	6	8	-3	0
O=CC(Cl)P(=O)(N1CCOCC1)N1CCOCC1 (stereo not drawn)	2	5	2	18	20	-0.5	-19	17	5	1	3
SMILES	HTR2A ag	Shn3 inh set2	Cardio protect	HIF-2a inh	NR2E3 ag-1	iPSC survival up	CaV13 FRET inh	Peg3 promoter	TRPM1 prom inh	PDI turbidity	NR2E3 ag-2
Cc1c(-c2cccc(Cl)c2)nc2ccccc2c1C(=O)N1CCC2(CC1)OCCO2	4	13	6	14	15	-0.3	x	22	12	-1	1
O=C(NCc1ccccc1)c1cccn(Cc2cccc(Cl)c2)c1=O	-1	-11	-5	15	-14	0.2	-5	10	6	15	0
CCCCCn1c(N)c(C(=O)NCCN2CCOCC2)c2nc3ccccc3nc21	-7	10	13	22	-37	10	6	25	2	6	2
CC1(C)CC(=O)C(C=NCCN2CCN(C(=O)Cc3ccccc3)CC2)=C(O)C1	2	-7	4	-3	-13	1.3	-7	12	3	7	4
CN1C(=O)N(C)C(=O)C(CCc2ccccn2)(CCc2ccccn2)C1=O	-5	-4	8	1	3	-2.5	-5	17	-1	-1	3
CCOC(=O)C(O)(c1ccc(N(CC)C(=O)OC)cc1)C(F)(F)F (stereo not drawn)	2	-12	1	5	-7	2.4	-5	3	-4	-3	3
CSCCC(c1nnnn1C1CCCCC1)N1CCC2(CC1)C(=O)NCN2c1ccccc1 (stereo not drawn)	-2	4	16	-6	-2	1.5	-8	17	x	x	x
c1ccc(C2(N3CCCCC3)CCCCC2)cc1	1	7	4	-3	3	-1.5	x	1	-3	0	x
COC(=O)C1=C(c2ccc(OC(F)(F)F)cc2)C[C@@H]2CC[C@H]1N2C(=O)N1CCOCC1	11	-10	-17	4	2	0.1	-5	8	9	6	0
CCOc1cc(/C=C2\C(=O)NC(=O)N(CCc3ccc(F)cc3)C2=O)ccc1O	-3	11	4	15	3	0.6	-4	4	-2	7	-1
COc1cc(/C=C2\C(=O)NC(=O)N(CCc3ccc(F)cc3)C2=O)ccc1O	10	7	-3	10	1	0.5	-5	6	11	u	1
c1cc2c(cc1C1OCC3C(c4ccc5c(c4)OCO5)OCC13)OCO2 (stereo not drawn)	-1	10	-4	-105	-43	-0.7	x	-67	-25	x	x
O=[N+]([O-])c1ccc(C2C3C(c4ccccc4)=NC4(CCCCC4)N32)cc1 (stereo not drawn)	2	-6	-4	-1	-15	-1.4	-9	23	-10	-9	4
C=C1C2C[C@@]3([C@@H]1O)[C@@H](C[C@@H]2O)[C@@]12C4[C@@H]3C[C@@H]1[C@@](C)(CC[C@@H]2O)CN4CC	-3	4	7	17	12	2.4	-4	-1	-10	1	2
Fc1ccccc1CNC1CN2CCC1CC2 (stereo not drawn)	1	5	-5	4	-3	0.6	-3	0	4	1	2

From PubChem

These rows are one share of the data (hit frequency here may not be typical).
